From PubChem
Sm TGR inh: inhibitors of Schistosoma mansoni thioredoxin glutathione reductase | AID 485364 | Potency, µM (titrated, usually from 114 µM), for the others: at the highest dose activity change, negative = inhibition, most hits filed as inhibitors | 360,000 compounds, 3% hits | purified TGR, DTNB reduction, TNB absorbance 405 nm | Q962Y6; further: potency means the concentration at half of the fitted maximal effect; nearly all actives have a fitted effect of over 60% in size
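Kinetic colorimetric format: TGR-catalysed, NADPH-driven DTNB reduction monitored via TNB absorbance. Enzyme dispensed at 20 nM; compound exposure 15 min at room temperature before reaction start.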
AMA1 RON2 block: disrupts binding of P. falciparum AMA1 to RON2. AlphaScreen AMA1-biotinylated RON2 peptide binding. Potency, µM (top dose mostly 58.2 µM), for the others: at the top dose activity change, negative = inhibition, actives largely listed as inhibitors. 360,000 compounds, 0.2% hits. AID 720542;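 further: potency means the concentration at half of the fitted maximal effect; 0% = vehicle wells and -100% = peptide control; nearly all actives have a fitted effect of over 45% in size; some results filed as inactive show a strong effect at the top dose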
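AMA1 (3D7) with his tag at 25 nM final met compounds first, then biotinylated RON2 peptide at 25 nM; detection used donor plus acceptor beads, 10 µg/mL apiece, read by AlphaScreen after 30 min at room temperature.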
AmpC no deterg: inhibitors of E. coli AmpC beta-lactamase without detergent; 330,000 compounds, 0.52% hits; AmpC nitrocefin hydrolysis, absorbance 480 nm, 0.0001% Triton; Potency, µM (doses to about 57.1 µM), without a hit: at the highest dose activity change, negative = inhibition, usual class: inhibitors;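 further: potency means the concentration at half of the fitted maximal effect; plate controls were no compound for no effect and no enzyme for full effect; nearly all actives have a fitted effect of over 20% in size; some results filed as inactive show a strong effect at the top dose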
Target sequence (P00811 whole entry, looked up): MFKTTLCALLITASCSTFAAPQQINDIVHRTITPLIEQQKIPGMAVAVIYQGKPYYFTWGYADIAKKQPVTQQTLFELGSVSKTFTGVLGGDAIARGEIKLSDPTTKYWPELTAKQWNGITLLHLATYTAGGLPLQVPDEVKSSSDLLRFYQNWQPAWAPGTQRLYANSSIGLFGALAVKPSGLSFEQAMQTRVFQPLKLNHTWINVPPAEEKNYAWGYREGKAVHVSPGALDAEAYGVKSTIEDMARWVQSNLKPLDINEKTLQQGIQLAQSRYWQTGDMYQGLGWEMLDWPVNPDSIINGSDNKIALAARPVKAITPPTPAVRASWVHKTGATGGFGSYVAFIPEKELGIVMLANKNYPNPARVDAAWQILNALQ
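AmpC (5.3 nM in the dispensed reagent) in 20 mM phosphate pH 7.0 with 0.01% (detergent screen) or 0.0001% Triton X-100 was preincubated with compounds for 15 min at room temperature. Nitrocefin was then added from an 800 uM solution, and hydrolysis was followed at 480 nm.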
Giardia FBPA inh: blocks Giardia fructose-bisphosphate aldolase activity. Potency, µM (top dose mostly 59.6 µM), for the others: at the top dose activity, negative = inhibition, most hits filed as inhibitors. 290,000 compounds, 0.71% hits. A8B2U2. purified Giardia FBPA. AID 2451; further: potency means the concentration at half of the fitted maximal effect; nearly all actives have a fitted effect of over 55% in size
Target sequence (A8B2U2 whole entry, looked up): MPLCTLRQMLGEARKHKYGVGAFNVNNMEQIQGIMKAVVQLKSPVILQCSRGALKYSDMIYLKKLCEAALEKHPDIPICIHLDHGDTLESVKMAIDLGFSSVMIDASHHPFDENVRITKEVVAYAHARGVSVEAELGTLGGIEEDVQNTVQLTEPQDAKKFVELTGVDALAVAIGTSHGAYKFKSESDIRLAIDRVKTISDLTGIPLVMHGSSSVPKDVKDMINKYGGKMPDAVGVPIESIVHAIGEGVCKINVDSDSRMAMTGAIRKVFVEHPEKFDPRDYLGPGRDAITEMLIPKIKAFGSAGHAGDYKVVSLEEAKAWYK
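Giardia FBPA (40 nM reagent) was preincubated 10 min at RT with compound (up to 57.5 uM final), then substrate plus GAPDH/TPI/NAD/arsenate coupling system with diaphorase/resazurin was added; resorufin fluorescence (525/598 nm) was read after 20 min.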
HCMV antiviral: human cytomegalovirus inhibition; HFF cells, HCMV-luciferase reporter, 72 h; active compounds read low; activity change, negative = inhibition, % at 57.5 µM; 410,000 compounds, 4.5% hits; AID 1259415; in the data active means activity change below about -60%; inconclusive means no clear call, values can overlap the other calls; inactive means above about -39%
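Steps: HFFs plated, 16 h 37C; compounds added; HCMV-luciferase added to MOI 1 PFU/cell; 72 h 37C; OneGlo reagent, 5 min room temperature; luminescence read, normalized to controls.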
AmpC detergent: AmpC beta-lactamase inhibition with detergent present | P00811 | AmpC hydrolysis of nitrocefin, absorbance 480 nm, 0.01% Triton | Potency, µM (highest dose often 114 µM), for inactives: at the top dose activity change, negative = inhibition, hits mostly inhibitors | 370,000 compounds, 0.041% hits;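 further: potency means the concentration at half of the fitted maximal effect; 0% = no-compound wells and -100% = no-enzyme wells; nearly all actives have a fitted effect of over 25% in size; some results filed as inactive show a strong effect at the top dose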
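AmpC (5.3 nM in the dispensed reagent) in 20 mM phosphate pH 7.0 with 0.01% (detergent screen) or 0.0001% Triton X-100 was preincubated with compounds for 15 min at room temperature. Nitrocefin was then added from an 800 uM solution, and hydrolysis was followed at 480 nm.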
Starred values were filed as active, the others as inactive; ? = inconclusive; . = no result given; & = joins results of further samples; ! = not active in a repeat; [ ] = another dose, or the depositor's remark. Unless noted, the call rests on the fitted dose curve; in most records, active means well fitted curve in the direction sought with a large enough effect; inconclusive means small, poorly fitted or top-dose-only effect, or another doubt; inactive means no such curve, though single readings can be large; an effect the other way counts as inactive or inconclusive. Unless noted, on the % scale 0 is the no-effect control and ±100 the full control effect. No enrichment for hits; any-hit rate near 7.8%.

SMILES	Sm TGR inh	AMA1 RON2 block	AmpC no deterg	Giardia FBPA inh	HCMV antiviral	AmpC detergent
CC1(C)Cc2ccccc2C(=NCCCCCC(=O)O)N1	2%	.	-6%	-1%	.	5%
CCCCCOP(=O)(c1ccccc1)c1ccccc1	0%	16%	28%	1%	48	-8%
CCCCSC1=NN1c1nc(N)nc(C)c1CC	7%	-8%	-15%	1%	10	?
CCOc1ccc2c(C)c(C(=O)O)oc2c1OCC	-2%	-5%	3%	-19%	29	-8%
CCOC(=O)N1CCN(C(=O)c2ccc(Cl)c(NC(=O)c3cccs3)c2)CC1	-23%	11%	107%[activator]	.	2	0%
CCOC(=O)c1nc(C)nc(Sc2n[nH]c(-c3ccc(C(C)(C)C)cc3)n2)c1C	-6%	4%	89%[activator]	-7%	48	0%
COc1ccc(S(=O)(=O)N2c3cc(C)ccc3OCC2C(C)(C)C)cc1 (stereo not drawn)	21%	-1%	-11%	6%	?	-1%
O=C1c2ccccc2C(=O)N1c1ncc(Cc2ccc(Cl)cc2)s1	-8%	-3%[2.32 µM]	-40%	13%	32	?
O=C(COc1ccccc1)N1CCc2ccccc21	-17%	0%	-26%	-17%	47	-6%
Cc1cc(C)nc(Nc2n[nH]c(COc3ccccc3)n2)n1	4%	27%	0%	1%	30	-13%
O=C(c1ccc(COCC(F)(F)F)o1)N1CCCCCC1	-2%	4%	-12%	-1%	11	0%
O=C(Cc1ccccc1)N/N=C/c1ccccc1OCc1ccc(Cl)cc1	-6%	-7%	-40%	-4%	6	0%
CN(C)S(=O)(=O)c1ccc(Cl)c(NC(=O)CN2CCc3ccccc3C2)c1	-5%	-1%	23%	-4%	-64*	-5%
Cc1cc(NC(=O)CSc2nnc(C3COc4ccccc4O3)n2C)no1 (stereo not drawn)	-3%	-13%	-9%	1%	-78*	-5%
O=C(NCCc1c[nH]c2ccccc12)C(=O)Nc1cc2c3c(c1)CC(=O)N3CCC2	5%	10%	30%	.	-18	1%
COc1cccc(N2CCN(C(=O)C3CCN(S(=O)(=O)c4ccc5c(c4)CC(C)N5C(C)=O)CC3)CC2)c1 (stereo not drawn)	-2%	-3%	169%[activator]	.	-20	4%
Cn1c(CSCc2ccccc2)n[nH]c1=S	-4%	30%[activator]	-12%	3%	?	?
S=C(Nc1ccc(Cl)cc1)c1sc(N2CCCCC2)nc1N1CCOCC1	-2%	42%[activator]	-14%	-10%	?	?
COc1ccc(CCNC(=O)c2cccc(NS(=O)(=O)c3ccccc3F)c2)cc1OC	-10%	-16%	?	-13%	12	0%
O=C(Nc1cc(Cl)c(O)c(Cl)c1)C1CCCO1 (stereo not drawn)	-28%	6%	-10%	-8%	-26	-5%
COc1ccc(CN(C(=O)c2cc3ccccc3oc2=O)C2CCCC2)cc1	0%	-2%	-2%	1%	26	?
CCOc1ccc(NC(=O)C(CC)NC(=O)c2ccccc2CO)cc1 (stereo not drawn)	-22%	-10%	-7%	8%	13	?
O=C(COc1coc(CN2CCN(c3ccc(F)cc3)CC2)cc1=O)NC1CCCC1	1%	25%	-4%	.	-6	-6%
COc1cccc(CNC(=O)CCc2c(C)c3cc4c(C)coc4c(C)c3oc2=O)c1	-3%	.	.	.	-30	0%
CC1=C(C(=O)Nc2cccc(C(=O)NCc3ccccc3C)c2)SCCO1	4%	4%	-30%	.	-15	-3%
Cc1ccc(C(C)(C)C)c(OCCCCN2CCCC2)c1	-7%	?	-2%	?	-66*	?
O=C1CCN(Cc2ccc(O)cc2)CCN1CCO	?	-2%&7%	-26%	-10%	-68*!	?
CCOC(=O)Cc1csc(SCC(=O)c2c(N)n(CC(C)C)c(=O)n(C)c2=O)n1	-6%	15%	-8%	1%	-3	?
O=S(=O)(NCCN1CCOCC1)c1cccs1	-3%	18%	-7%	3%	21	-1%
CCCCOC(=O)c1ccc(NC2=NS(=O)(=O)c3ccccc32)cc1	-9%	.	.	.	1	2%

Next part (two carried over from the part before).
SMILES	Sm TGR inh	AMA1 RON2 block	AmpC no deterg	Giardia FBPA inh	HCMV antiviral	AmpC detergent
O=S(=O)(NCCN1CCOCC1)c1cccs1	-3%	18%	-7%	3%	21	-1%
CCCCOC(=O)c1ccc(NC2=NS(=O)(=O)c3ccccc32)cc1	-9%	.	.	.	1	2%
COc1ccc2ccccc2c1/C=N\n1c(C)cc(C)c(C(N)=O)c1=O	11%	-2%	34%	-1%	-27	-1%
C=CCOc1c(CNc2ncn[nH]2)cccc1OC	20%	2%	-12%	4%	6	-1%
CCOc1ccccc1C(=O)OCC(=O)Nc1cc(Cl)ccc1Oc1ccccc1	-3%	-7%	-26%	3%	-33	-17%
CCOC(=O)c1c(NC(=O)c2cc(C(C)C)on2)sc(C)c1C	-7%	.	.	.	8	-6%
Oc1cccc(C2c3[nH]c4ccccc4c3CCN2Cc2ccoc2)c1 (stereo not drawn)	18µM*	-7%	-45%	-7%	31	-9%
CCCCc1ccc(-n2c(Cc3cccs3)n[nH]c2=S)cc1	-9%	55%[activator]	-13%	8%	?	-1%
N#Cc1ccccc1COC(=O)c1ccc2c(c1)OCO2	-1%	39%[activator]	-19%	.	-29	4%
COc1ccccc1NC(=O)CCc1nnc2ccc(N3CCN(C)CC3)nn12	-6%	-1%	-10%	.	-11	0%
COC(=O)c1ccccc1NC(=O)CN(C)S(=O)(=O)c1cc(C)ccc1OC	2%	-2%	14%	-11%	?	-1%
Cc1cc(C)nc(NC2=NCCN2C(=S)Nc2ccc(C)c(C)c2)n1	1%	16%	-22%	0%	-6	-7%
CC1(C)O[C@@H]2[C@H](O1)[C@@H](COS(=O)(=O)O)O[C@H]2n1cnc2c(N)ncnc21	?	.	-6%	.	.	3%
COc1ccc(OC)c(CCNC(=O)c2cccc(NC(=O)C3=C(C)OCCS3)c2)c1	-11%	-10%	-20%	.	-13	-8%
Cc1cccc(N2CCN(C(=O)COc3ccc4c(c3)CCC4)CC2C)c1 (stereo not drawn)	-6%	-11%	27%	.	-34	-10%
Cn1nc(-c2ccc(C(=O)Nc3ccc(OC(F)(F)F)cc3)cc2)c2ccccc2c1=O	7%	.	.	.	-33	6%
COc1ccccc1CCNC1CCC(C(C)(C)C)CC1 (stereo not drawn)	0%	-8%	-5%	3%	-10	-10%
CCc1ccccc1N(C(=O)c1snc(C(N)=O)c1N)C(C(=O)NCC1CCCO1)c1ccc(OC)c(OC)c1 (stereo not drawn)	-21%	-8%	123%[activator]	-3%	-25	-4%
CC1(C)S[C@@H]2[C@H](NC(=O)Cc3ccccc3)C(=O)N2[C@H]1C(=O)O	5%&7%	25%&8%	1%&-35%	-7%	?	2%&1%
CS(=O)(=O)N(CC(=O)Nc1ccc2c(c1)OCO2)c1ccccc1	0%	8%	-14%	-6%	50	-6%
COc1ccccc1-c1c(C)nn2c(N3CCN(c4ccc(Cl)cc4)CC3)cc(C)nc12	3%	.	.	.	-14	1%
CSCCC(=O)N1CC[C@@H](N2CCN(c3ccccc3F)CC2)[C@H](O)C1	0%	-5%	-5%	10%	32	-12%
COc1ccc(C2Nc3ccccc3C(=O)N2NC(C)=O)c(OC)c1 (stereo not drawn)	-18%	39%[activator]	-1%	3%	2	?
CN(C)CCCNC(=O)c1ccc(Cl)c(S(=O)(=O)N2CCCCCC2)c1	-17%	-8%	18%	.	-19	2%
CCCn1c(SCC(=O)NC2CCC(C)CC2)n[nH]c1=O (stereo not drawn)	15%	-4%	-10%	.	-6	2%
Cc1ccc(S(=O)(=O)N2[C@@H](c3ccc(C(C)(C)C)cc3)C(C(=O)O)=CC[C@H]2c2ccc3c(c2)OCO3)cc1	.	0%	-15%	.	-6	.

Grouped by structure: the entries above with a halogen.
SMILES	Sm TGR inh	AMA1 RON2 block	AmpC no deterg	Giardia FBPA inh	HCMV antiviral	AmpC detergent
CCOC(=O)N1CCN(C(=O)c2ccc(Cl)c(NC(=O)c3cccs3)c2)CC1	-23%	11%	107%[activator]	.	2	0%
O=C1c2ccccc2C(=O)N1c1ncc(Cc2ccc(Cl)cc2)s1	-8%	-3%[2.32 µM]	-40%	13%	32	?
O=C(c1ccc(COCC(F)(F)F)o1)N1CCCCCC1	-2%	4%	-12%	-1%	11	0%
O=C(Cc1ccccc1)N/N=C/c1ccccc1OCc1ccc(Cl)cc1	-6%	-7%	-40%	-4%	6	0%
CN(C)S(=O)(=O)c1ccc(Cl)c(NC(=O)CN2CCc3ccccc3C2)c1	-5%	-1%	23%	-4%	-64*	-5%
S=C(Nc1ccc(Cl)cc1)c1sc(N2CCCCC2)nc1N1CCOCC1	-2%	42%[activator]	-14%	-10%	?	?
COc1ccc(CCNC(=O)c2cccc(NS(=O)(=O)c3ccccc3F)c2)cc1OC	-10%	-16%	?	-13%	12	0%
O=C(Nc1cc(Cl)c(O)c(Cl)c1)C1CCCO1 (stereo not drawn)	-28%	6%	-10%	-8%	-26	-5%
O=C(COc1coc(CN2CCN(c3ccc(F)cc3)CC2)cc1=O)NC1CCCC1	1%	25%	-4%	.	-6	-6%
CCOc1ccccc1C(=O)OCC(=O)Nc1cc(Cl)ccc1Oc1ccccc1	-3%	-7%	-26%	3%	-33	-17%
Cn1nc(-c2ccc(C(=O)Nc3ccc(OC(F)(F)F)cc3)cc2)c2ccccc2c1=O	7%	.	.	.	-33	6%
COc1ccccc1-c1c(C)nn2c(N3CCN(c4ccc(Cl)cc4)CC3)cc(C)nc12	3%	.	.	.	-14	1%
CSCCC(=O)N1CC[C@@H](N2CCN(c3ccccc3F)CC2)[C@H](O)C1	0%	-5%	-5%	10%	32	-12%
CN(C)CCCNC(=O)c1ccc(Cl)c(S(=O)(=O)N2CCCCCC2)c1	-17%	-8%	18%	.	-19	2%
